# ATXN2 expr inh = reduces ATXN2 reporter expression in HEK-293 cells | HEK-293 ATXN2-luciferase reporter, luminescence, 24 h | Potency, µM (doses to about 57 µM), inactives show top-dose activity change, negative = inhibition, most hits filed as inhibitors | 360,000 compounds, 0.72% hits; note: potency is the fitted concentration of half-maximal effect; % is set by controls: 0 for no effect and ±100 for the full control effect; nearly all actives have a fitted effect of over 55% in size
#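 qHTS (up to 57 uM final) was run with 24 h compound exposure of reporter cells at 37 °C. Each well was multiplexed: SteadyGlo luminescence measured ATXN2-luciferase expression after a fluorogenic Gly-Phe-AFC viability readout (25 uM final).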
# IL2 activator = IL-2 activation | activation, % (series mostly up to about 46 µM) | IL-2 activation reporter assay, cell-based qHTS; stimulated with anti-CD3/CD4/CD28 beads; in transgenic mouse T cells | 360,000 compounds, 0.065% hits | AID 652025; in the data active = activation above about 50%; inconclusive = mostly about 30% to 49%; note: 0% is about no effect
#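 Quantitative HTS in unstimulated transgenic mouse T cells, with memory T cells as non-tolerant control and PMA/ionomycin as tolerance-bypass control. Compound pretreatment lasted 60 minutes before 18 h bead stimulation; EGFP/DsRed fluorescence read.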
# A549 viability = kills or reduces viability of A549 cells in Nrf2 counter-screen | A549 ARE-Fluc cells, CellTiter-Fluor viability, 18-24 h | Potency, µM (series often up to 46 µM), without a hit: top-dose activity change, negative = cytotoxicity, most hits filed as inhibitors | 390,000 compounds, 0.16% hits | AID 504648; note: potency is the fitted concentration of half-maximal effect; % is set by controls: 0 for no effect and ±100 for the full control effect
#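 Cytotoxicity counterscreen: CellTiter-Fluor fluorescence was measured in A549 ARE_Fluc cells after 18-24 h of compound exposure in a concentration series. The subsequent BugLite luminescent read reports ARE-luciferase activity.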
# HepG2 viability = kills HepG2 cells in TGF-b inhibitor counter-screen; Potency, µM (doses to about 46.1 µM), without a hit: top-dose activity change, negative = cytotoxicity, most hits filed as cytotoxic; HepG2 CAGA-GFP viability, ATP luminescence, 18 h; AID 588856; 410,000 compounds, 0.76% hits; note: potency is the fitted concentration of half-maximal effect; some results filed as inactive show a strong effect at the top dose
#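 HepG2 CAGA-GFP cells (1000/well, DMEM with 1% FBS) received compound, then TGF-beta at 500 pg/mL final, and were incubated 18 hours at 37 degrees C. Viability was read by CellTiter-Glo luminescence. Media-only wells were set as complete cell-killing and DMSO as no toxicity.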
# S2 tox = cell viability loss in ATXN counter-screen. S2 cells (HEK-293 line with an ATXN2-luciferase reporter) viability, CellTiter-Fluor protease fluorescence, 24 h. Potency, µM (series often up to 56.7 µM), most hits filed as cytotoxic. 400,000 compounds, 0.49% hits. AID 651635; note: potency is the fitted concentration of half-maximal effect; nearly all actives have a fitted effect of over 40% in size
# Nrf2 inh = Nrf2 pathway inhibition; A549 ARE-Fluc reporter, luciferase luminescence, 18-24 h; 360,000 compounds, 2.1% hits; AID 504444; Potency, µM (highest dose often 46 µM), without a hit: at the highest dose activity change, negative = inhibition, most hits filed as inhibitors; note: potency is the fitted concentration of half-maximal effect; % is set by controls: 0 for no effect and ±100 for the full control effect; nearly all actives have a fitted effect of over 60% in size
#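 Quantitative HTS in A549 cells stably bearing an antioxidant response element-firefly luciferase construct. Inhibition of Nrf2-driven transcription was scored by luminescence after 18-24 h of compound exposure at 37 °C.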
# Nrf2 ARE act = activates Nrf2 signaling; AREc32 ARE-luciferase reporter (MCF7-derived line), luminescence, 24 h; Potency, µM (doses to about 46.1 µM), for inactives: at the top dose activation, actives largely listed as activators; 410,000 compounds, 0.31% hits; note: potency is the fitted concentration of half-maximal effect; % of control where 0% means no effect; nearly all actives have a fitted effect of over 65% in size
#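 Each well held 1000 AREc32 cells, which were incubated with compound for 24 hr at 37 deg C after overnight attachment, and ARE reporter activity was quantified by firefly luciferase luminescence.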
# EPAC2 agonist = EPAC2 (human) agonism. Q8WZA2. EPAC2 activation, biochemical qHTS; response scale: 100% = 6.5 mM cAMP response. Potency, µM (doses to about 154 µM), without a hit: at the top dose activation, most hits filed as activators. 360,000 compounds, 0.079% hits. AID 720711; note: potency is the fitted concentration of half-maximal effect; nearly all actives have a fitted effect of over 50% in size
# Target sequence (Q8WZA2 whole entry, looked up): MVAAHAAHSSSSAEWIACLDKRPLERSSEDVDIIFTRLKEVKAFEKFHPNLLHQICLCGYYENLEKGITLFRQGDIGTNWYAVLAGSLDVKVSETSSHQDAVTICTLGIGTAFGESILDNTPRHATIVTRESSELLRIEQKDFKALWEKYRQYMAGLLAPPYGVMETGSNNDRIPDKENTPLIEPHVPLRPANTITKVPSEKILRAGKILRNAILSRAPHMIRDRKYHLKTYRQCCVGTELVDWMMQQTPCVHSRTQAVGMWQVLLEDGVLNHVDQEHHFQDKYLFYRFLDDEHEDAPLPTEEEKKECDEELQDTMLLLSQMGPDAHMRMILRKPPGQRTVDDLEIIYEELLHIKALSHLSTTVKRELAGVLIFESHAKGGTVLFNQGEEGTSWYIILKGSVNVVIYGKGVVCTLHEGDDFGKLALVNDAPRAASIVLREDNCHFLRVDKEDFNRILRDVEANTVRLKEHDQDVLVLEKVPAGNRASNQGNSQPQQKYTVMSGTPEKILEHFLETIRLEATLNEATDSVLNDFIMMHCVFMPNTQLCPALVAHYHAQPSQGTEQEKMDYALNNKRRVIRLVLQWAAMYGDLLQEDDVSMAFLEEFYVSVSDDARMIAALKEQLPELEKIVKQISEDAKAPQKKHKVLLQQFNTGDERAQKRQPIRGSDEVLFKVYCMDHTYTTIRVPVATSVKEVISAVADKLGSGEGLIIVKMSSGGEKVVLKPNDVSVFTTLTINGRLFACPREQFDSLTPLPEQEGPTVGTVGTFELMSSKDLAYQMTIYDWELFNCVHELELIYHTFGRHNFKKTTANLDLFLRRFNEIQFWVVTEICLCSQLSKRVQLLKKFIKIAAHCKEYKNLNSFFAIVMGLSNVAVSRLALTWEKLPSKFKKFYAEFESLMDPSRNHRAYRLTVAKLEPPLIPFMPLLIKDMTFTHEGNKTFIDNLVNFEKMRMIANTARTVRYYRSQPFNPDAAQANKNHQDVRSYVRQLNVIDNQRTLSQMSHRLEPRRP
#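 Guanine nucleotide exchange by EPAC2 is measured as reduced fluorescence of BODIPY-GDP once it is released from 250 nM Rap1B. Plates are read kinetically for 30 min at room temperature; results are scaled to 6.5 mM cAMP.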
# TGFb inhibitor = inhibitors of TGF-b signaling. Potency, µM (series often up to 46.1 µM), for the others: at the highest dose activity, negative = inhibition, most hits filed as inhibitors. HepG2 CAGA-GFP TGF-b/SMAD3 reporter, GFP fluorescence, 18 h; TGF-beta stimulated, 500 pg/mL final. 410,000 compounds, 1.2% hits. AID 588855; note: potency is the fitted concentration of half-maximal effect; % is set by controls: 0 for no effect and ±100 for the full control effect; nearly all actives have a fitted effect of over 65% in size
#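 Inhibition was scored as loss of TGF-beta-induced (500 pg/mL final, 18 hours, 37 degrees C) GFP in HEPG2 cells carrying a CAGA-GFP reporter, in DMEM with 1% FBS. Well GFP was summed per cell; Activity was normalised to unstimulated and stimulated DMSO wells, then concentration-response fitting.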
# * marks the source's active call; other numbers are inactive results; i = inactive; ? = inconclusive; nt = no result given; [ ] = another dose, or the depositor's remark. Unless noted, calls come from the whole dose curve; as a rule, active = well fitted curve in the direction sought with a large enough effect; inconclusive = small, poorly fitted or top-dose-only effect, or another doubt; inactive = no such curve, though single readings can be large; an effect the other way counts as inactive or inconclusive.
Molecule,ATXN2 expr inh,IL2 activator,A549 viability,HepG2 viability,S2 tox,Nrf2 inh,Nrf2 ARE act,EPAC2 agonist,TGFb inhibitor
Cc1ccc(-n2c(SCC(=O)N3CCC(C)CC3)nc3c([nH]c4ccccc43)c2=O)cc1,nt,nt,2%,-9%,nt,nt,-0.6%,nt,-5%
Cc1oc(-c2ccccc2F)nc1Cn1c(SCc2cccc(Cl)c2)nc2ccncc21,nt,nt,?,-19%,nt,?,-1.2%,nt,18µM*
CCOC(=O)c1cccc(NC(=O)/C=C/c2ccc3c(c2)OCO3)c1,?,-0.2,1%,-40%,i,?,-0.3%,24%,?
CC(C)OC(=O)CCC(=O)Nc1ccc(F)cc1,-31%[11.3 µM],0.8,-2%,3%,i,-1%,-1.1%,-1%,-3%
Cc1ccc([N+](=O)[O-])cc1S(=O)(=O)N1CCn2cccc2C1c1ccc(F)c(F)c1 (stereo not given),-13%,nt,2%,-6%,i,nt,0.5%,nt,?
CC(NC(=O)CCl)c1ccccc1Br (stereo not given),-20%,0.6,1%,-7%,i,?,?,12%,-4%
O=C(Nc1nccs1)C1CCCN(S(=O)(=O)c2cccc3cccnc23)C1 (stereo not given),-17%,-1.4,-19%,-23%,i,?,-0.7%,4%,-29%
COc1ccc(-n2nc(C(=O)NCC(=O)NCc3ccc(F)cc3)c3ccccc3c2=O)cc1,-8%,-0.6,-14%,-3%,i,?,0.2%,13%,-17%
COCCNC(=O)NC(=O)CN1CCCc2ccccc21,6%,-6.8,7%,-6%,i,-20%,2.7%,0%,-6%
CCOC(=O)[C@H]1[C@H]2COc3ccc(OC)cc3[C@@H]2N2C(=O)c3ccc(Cl)cc3NC(=O)[C@@]12C,-3%,-2.6,-5%,-2%,i,13%,-0.1%,5%,10%
CCOC(=O)N1CCN(c2c(N3CCN(c4cc(C)ccc4C)CC3)c(=O)c2=O)CC1,4%,-2.0,1%,-3%,i,-13%,-2.0%,-4%,?
CN(C)C(CNC(=O)c1cccc(S(=O)(=O)Nc2ccc(Br)cc2)c1)c1ccco1 (stereo not given),-5%,-0.3,0%,0%,i,8%,3.4%,11%,1%
O=C(c1ccc(F)cc1F)N1CCN(c2n[nH]c(=O)[nH]c2=O)CC1,3%,-0.7,4%,-12%,i,0%,0.2%,-5%,10%
Cn1c(=O)c2c(nc(N3CCOCC3)n2Cc2ccc(Br)cc2)n(C)c1=O,10%,nt,3%,-19%,i,-23%,-0.5%,nt,-1%
CN1CCCN(c2ccc([N+](=O)[O-])cc2)CC1,-6%,0.2,?,-25%,?,-2%,0.3%,8%,-15%
COc1ccc(Cn2cc(CN3CC(N4CC=CC4)CS3(=O)=O)nn2)cc1 (stereo not given),11%,0.8,nt,nt,i,nt,0.5%,3%,nt
Cc1ccc(NC(=O)CSc2nc(=O)n(CCN3CCOCC3)c3c2CCC3)c(C)c1,nt,nt,3%,-6%,nt,nt,0.2%,nt,-2%
OCCN1CCN(CC#CCn2c3ccccc3c3ccccc32)CC1,-19%,-0.2,4%,1%,i,-7%,0.0%,-10%,66%[activator]
COc1cc(-c2nnc(-c3ccc(N4CCOCC4)cc3)o2)cc(OC)c1OC,-11%,-1.1,1%,3%,i,26%,0.3%,2%,0%
COc1cc(Br)c(CCNC(=O)c2ccco2)cc1OC,nt,-0.5,1%,15%,i,-15%,0.3%,1%,6%
COc1ccc(-n2nc3c(c2NC(=O)CCl)CSC3)cc1,-28%,-4.7,0%,-44%,?,-9%,?,12%,?
COc1ccc(NC(=O)CCNS(=O)(=O)c2ccc3c(c2)c(=O)n(C)c(=O)n3C)cc1OC,nt,-0.5,15%,-20%,i,0%,0.2%,6%,-1%
Nc1ccc(-c2cnc(N)c(C(=O)c3cccnc3)n2)cn1,?,-0.4,?,-19%,?,15µM*,-4.0%,-2%,7.9µM*
CCOC(=O)c1sc2cccc(F)c2c1N,-31%,0.4,-19%,-20%,i,-21%,4.3%,12%,?
Cc1cc(C)c2oc(C(=O)N(Cc3ccccc3)C3CCS(=O)(=O)C3)cc(=O)c2c1 (stereo not given),-9%,-0.1,1%,-16%,?,-9%,0.7%,10%,4%

# Sorted by count of non-hydrogen atoms (lowest first): 3 of the compounds above.
Molecule,ATXN2 expr inh,IL2 activator,A549 viability,HepG2 viability,S2 tox,Nrf2 inh,Nrf2 ARE act,EPAC2 agonist,TGFb inhibitor
CC(C)OC(=O)CCC(=O)Nc1ccc(F)cc1,-31%[11.3 µM],0.8,-2%,3%,i,-1%,-1.1%,-1%,-3%
COCCNC(=O)NC(=O)CN1CCCc2ccccc21,6%,-6.8,7%,-6%,i,-20%,2.7%,0%,-6%
O=C(Nc1nccs1)C1CCCN(S(=O)(=O)c2cccc3cccnc23)C1 (stereo not given),-17%,-1.4,-19%,-23%,i,?,-0.7%,4%,-29%

# The listing picks up, starting 2 compounds before the break.
Molecule,ATXN2 expr inh,IL2 activator,A549 viability,HepG2 viability,S2 tox,Nrf2 inh,Nrf2 ARE act,EPAC2 agonist,TGFb inhibitor
CCOC(=O)c1sc2cccc(F)c2c1N,-31%,0.4,-19%,-20%,i,-21%,4.3%,12%,?
Cc1cc(C)c2oc(C(=O)N(Cc3ccccc3)C3CCS(=O)(=O)C3)cc(=O)c2c1 (stereo not given),-9%,-0.1,1%,-16%,?,-9%,0.7%,10%,4%
C/C(=N\O)c1ccc(Cl)c(Cl)c1,43%[activator],0.3,0%,0%,i,0%,-0.2%,0%,3%
CCN(C1CCCCC1)S(=O)(=O)c1ccc(S(=O)(=O)NCc2ccncc2)cc1,-35%,-0.9,-2%,-19%,i,8.2µM*,-0.7%,13%,?
C=C(C)CN(CC)CCC(=O)Nc1ccc(OC)cc1OC,-4%,-1.2,1%,-1%,i,25%,-0.8%,3%,-29%
COc1ccc(C2C(C(=O)Nc3cc(C)on3)c3ccccc3C(=O)N2C)cc1 (stereo not given),3%,0.2,-3%,-13%,i,9%,-0.1%,1%,-3%
CCOC(=O)c1ncccc1NC(=O)CC(=O)Nc1cccnc1C(=O)OCC,nt,-0.1,2%,-12%,i,3%,1.7%,8%,?
C#Cc1ccc([C@@H]2C=C(C(=O)NCc3nc4ccccc4[nH]3)O[C@H](OCC)[C@H]2CCCO)cc1,-10%,0.7,1%,-4%,i,-17%,0.6%,9%,-8%
Cc1c(C(=O)NCc2ccc(S(N)(=O)=O)cc2)oc2ccc(Cl)cc12,-29%,-0.7,-4%,0%,i,1%,-0.5%,18%,2%
COc1ccc(CCNC(=O)C2Cc3ccccc3C(=O)O2)cc1 (stereo not given),13%,3.2,-1%,-3%,i,-16%,1.9%,-2%,3%
CC12COC3(C(=O)NCCc4ccccc4)CC1CCC32C (stereo not given),38%,-0.5,0%,1%,i,?,4.5%,-5%,-4%
COc1ccc2nnc(-c3ccccc3)n2n1,-14%,0.5,nt,-22%,i,?,0.1%,1%,0%
CC(=O)N(CCC(Cc1ccccc1)c1ccc2c(c1)OCO2)Cc1ccc(Cl)cc1 (stereo not given),?,-1.2,?,10µM*,?,?,0.4%,6%,?
COC(=O)c1c(NC(=O)c2c(-c3ccccc3Cl)noc2C)sc2c1CCC2,-17%,-2.6,-2%,0%,i,?,-0.3%,6%,-5%
CC(=O)N/C(=N\OCc1ccc(Br)cc1)c1nonc1NC(C)=O,-6%,0.2,-4%,1%,i,?,2.5%,-1%,20%
Cc1ccc(NC(=S)N2CCN(C(=O)C3CCCO3)CC2)c(C)c1 (stereo not given),7%,1.0,0%,0%,i,3%,0.4%,-6%,0%
Cc1ccc(C(=O)N2CC(=O)Nc3ccc(Br)cc3C2c2ccc(F)cc2)cc1C (stereo not given),?,nt,?,-34%,?,-3%[9.27 µM],0.4%,nt,?
C/C(=N\NC(=O)c1ccc(Br)cc1)c1cccc(NC(=O)c2cccnc2)c1,3%,-0.6,1%,-16%,?,-3%,-0.7%,4%,-4%
O=C(Nc1ccc(NC(=O)c2cccs2)cc1)c1ccc(Cl)cc1,5%,nt,6%,-34%,i,-6%,-0.7%,nt,-9%
O=C1CCC([N+](=O)[O-])C(c2ccccc2Cl)N1 (stereo not given),2%,-1.4,-2%,8%,i,2%,-0.7%,1%,-13%
Cc1ccc(CNC(=O)C2CCN(c3nn4cc(-c5ccc(F)cc5)nc4s3)CC2)cc1,nt,nt,0%,-16%,nt,?,0.7%,nt,0%
COc1ccc(NC(=O)CCNC(=O)Cn2cnc3sc4c(c3c2=O)CCCC4)cc1OC,10%,-0.5,-5%,-26%,i,-30%,-0.3%,4%,9%
CCN(C(=O)CN1CCC(C)CC1)c1c(N)n(Cc2ccccc2)c(=O)[nH]c1=O,-3%,-2.6,-1%,-11%,i,3%,0.1%,12%,-5%
Cc1cc(NC(=O)c2ccccc2Cl)no1,0%,-0.4,-1%,6%,i,?,2.5%,8%,14%

# A few values from the list.
# In Nrf2 inh, C/C(=N\O)c1ccc(Cl)c(Cl)c1 shows 0%
# In HepG2 viability, Cc1ccc(C(=O)N2CC(=O)Nc3ccc(Br)cc3C2c2ccc(F)cc2)cc1C (stereo not given) shows -34%

# Bioassay records deposited in PubChem by National Center for Advancing Translational Sciences (NCATS).
